Screening data as filed in PubChem BioAssay.
Insulin prom up: MIN6 insulin promoter up-regulation. z-score at 5 µM. 0.3% of 190,000 active. AID 1625. MIN6 insulin promoter-GFP reporter, high-content imaging; hits give high values;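 active = z-score above 3 at 5 µM with at least 500 cells counted in the well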
b-catenin transl: modulators of beta-catenin nuclear translocation. HeLa beta-catenin nuclear translocation, immunofluorescence imaging. nuclear translocation activity, % at 5 µM. 0.3% of 190,000 active. AID 1665;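 active = nuclear translocation activity above 50% at 5 µM, with a well cell count of 50 or more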;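 note: per-cell ratio of nuclear to cytoplasmic median beta-catenin stain intensity; plate controls were DMSO negative control for no effect and GSK-3 inhibitor IX positive control for full effect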
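Read-out: Nuclear/cytoplasmic beta-catenin signal ratio, % activation | Assay system: Human HeLa cell line | Times: 24 h compound exposure at 37°C, 5% CO2 | Signal: Fluorescence imaging of beta-catenin antibody stain plus DAPI | Dosing: 5 µM primary, 0.02–20 µM confirmation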
ER stress rescue: rescue of cells from ER stress-induced death, primary screen, 384-well, CSM14.1, thapsigargin, ATP luminescence (AID 1222); CSM14.1 thapsigargin-induced death rescue, ATP luminescence; higher % means a stronger effect; one-dose cellular ATP content (survival), % at 20 µM; EC50 in µM for titrated hits; 190,000 tested, under 10 active;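 active = EC50 below 50 µM in the dose-response confirmation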;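 note: death triggered by thapsigargin at about 15 µM added after 2 h compound pretreatment; cell ATP read after overnight thapsigargin exposure of roughly 18 to 22 hours; normalized against plate controls of thapsigargin alone and 5% DMSO vehicle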
MT stabilizer: microtubule stabilizers in HeLa cells | HeLa tubulin immunostaining HCS, 24 h; share of cells brighter than vehicle mean+2SD | % tubulin-high responders, % at 10 µM | 0.83% of 200,000 active;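 active = plate Z-score above 3 for both tubulin-high and condensed-nucleus cell shares, with cell loss under 80%, at 10 µM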;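 note: anti alpha tubulin signal scored within the nucleus-defined area of each cell; some results filed as inactive read as strong as hits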
XIAP displacement: small molecules displacing peptide from XIAP – biochemical, IAP family, fluorescence polarization (AID 1018); displacement, % at 20 µM; hits with a dose series show IC50 in µM; 0.007% of 200,000 active; XIAP BIR domain, fluorescence polarization peptide displacement; higher % means a stronger effect; in the data active = displacement above about 50%; note: a part of the inactive calls stands beside numbers as strong as those of hits
Lipid droplet: hepatic lipid droplet formation modulation; inhibition, % at 6.5 µM; AML12 mouse hepatocytes, oleate lipid droplets, BODIPY imaging; AID 1656; 0.4% of 240,000 active;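 active = lipid droplet intensity inhibited by at least 50%, with more than 500 cells counted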
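Technique: fluorescence imaging, 20x objective, two fields per well / Assay system: AML12 hepatocytes (mouse) / Measure: % inhibition of lipid droplet signal / Doses: 6.5 µM single-point dosing / Incubation: overnight exposure / Reagent: 100 µM oleic acid challenge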
Autophagy HCS: modulators of autophagy. MEF GFP-LC3 puncta imaging; test concentration mostly 10 µM. calls only at 10 µM (by protocol). 0.98% of 190,000 active;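 active = percentage of spot-positive cells more than 3 SD above its plate mean, without a fluorescence outlier flag or 80% toxicity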;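 note: spot-positive cell cutoff set from DMSO-treated cells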
WT yeast gro inh: growth inhibition of WT yeast, mitochondrial fusion screen. mitochondrial fusion phenotypic screen, WT strain. inhibition, % at 10 µM. 2.1% of 190,000 active; in the data active = inhibition above about 58%; tested in S. cerevisiae
Dynein cargo inh: blocks dynein driven cargo transport along microtubules; 3617.4 mouse cells, GR-EGFP nuclear translocation imaging; test concentration mostly 20 µM; stimulated with dexamethasone, 1 µM; hits give low values; z-score, hits read low; 0.47% of 220,000 active; AID 1381;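 active = plate z-score of nuclear minus cytoplasmic receptor signal below a set negative limit, without overly bright fluorescence or cell loss, cut at about -3.5 in these data, passing the limit was not always enough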;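 note: z-score of nuclear minus cytoplasmic ring GR-EGFP intensity difference per well; some compounds called inactive have numbers as strong as hits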
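Also added – dexamethasone, 1.0 µM final · Buffer or medium – tet-free, stripped-serum medium · Schedule – induction 48 h, compound 1 h, agonist 30 min · Detection – formaldehyde fixation, Hoechst nuclear stain, 10x automated fluorescence imaging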
WT yeast gro inh mutant strain: recorded beside WT yeast gro inh, whose call it bears; inhibition, %; mitochondrial fusion phenotypic screen, mutant strain inhibition
Dynein cargo inh cytoplasmic EGFP: second read-out of Dynein cargo inh, no call of its own (marks repeat the call); z-score; measured here: cytoplasmic GR-EGFP intensity; hits give high values
Dynein cargo inh nuclear GR-EGFP: recorded beside Dynein cargo inh, whose call it bears; z-score; measured here: nuclear GR-EGFP intensity;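 lower value marks the stronger effect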
Dynein cargo inh cell count: further read-out of Dynein cargo inh, marked with its call; z-score; measured here: cell count per field
Insulin prom up cell count: further read-out of Insulin prom up, marked with its call; cell count; measured here: cytotoxicity, nuclei count;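 total cells summed across four imaged fields per well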
Lipid droplet cells 6.5 µM: second read-out of Lipid droplet, no call of its own (marks repeat the call); cell count; measured here: cell count, cytotoxicity flag;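 cells counted across two imaged fields per well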
b-catenin transl cell count 5 µM: recorded beside b-catenin transl, whose call it bears; cell count; measured here: cell count, cytotoxicity flag
MT stabilizer Hoechst-high %: second read-out of MT stabilizer, no call of its own (marks repeat the call); % Hoechst-high responders; measured here: nuclear condensation Hoechst responders;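 share of cells brighter than vehicle mean plus two SD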
MT stabilizer cytotoxicity %: second read-out of MT stabilizer, no call of its own (marks repeat the call); toxicity, %; measured here: cytotoxicity by cell density;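 0% = mean cell density of plate MIN control wells and 100% = no cells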
Autophagy HCS cell loss 18 h: also measured in Autophagy HCS; calls as there; toxicity, %; measured here: cell loss, nuclei count;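 cell loss after 18 h compound exposure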
Numbers without * were called inactive; i = inactive; . = no result given.

SMILES	Insulin prom up	Insulin prom up cell count	b-catenin transl	b-catenin transl cell count 5 µM	ER stress rescue	MT stabilizer	MT stabilizer Hoechst-high %	MT stabilizer cytotoxicity %	XIAP displacement	Lipid droplet	Lipid droplet cells 6.5 µM	Autophagy HCS	Autophagy HCS cell loss 18 h	WT yeast gro inh	WT yeast gro inh mutant strain	Dynein cargo inh	Dynein cargo inh cytoplasmic EGFP	Dynein cargo inh nuclear GR-EGFP	Dynein cargo inh cell count
Cc1cc(C(F)(F)F)nn1CC(=O)NNC(=S)Nc1cccc(Cl)c1	0.11	1358	-0.3	1152	-1.5%	2.5	1.4	8.4	-3.9%	-10	759	i	-9	-8	1	0.28	-0.17	0.58	0.66
CCOC(=O)COc1cc(Br)c(/C=N/Nc2ccccc2)cc1OC	-0.51	1483	3.9	1332	-1.5%	3.6	2.2	8.9	0.9%	.	.	i	-18	5	14	1.9	-0.2	1.4	-0.97
CCN1CCc2nc(NC(=O)C(c3ccccc3)c3ccccc3)sc2C1	.	.	.	.	-1.5%	3.0	1.5	6.9	-4.7%	6	748	i	-12	11	12	-1.7	0.2	-0.51	0.98
O=C(c1ccc2c(c1)OCO2)N1CCN=C1SCc1ccccc1	0.59	1272	3.4	1030	.	2.9	2.2	0.9	-11%	9	656	i	22	-4	-11	-0.34	-0.19	-0.072	0.21
CCOP(=O)(c1ccc(N(C)C)cc1)C(O)c1cc(OC)c(OC)c(OC)c1 (stereo not drawn)	0.3	1134	-1.7	1118	.	1.1	2.1	5.2	-2.5%	-7	632	i	-5	-13	-4	0.62	-0.21	0.74	-0.86
CN(CCC#N)C(=O)CC1(Cc2ccccc2)CCOC(C)(C)C1 (stereo not drawn)	-0.25	1023	0.0	1206	.	.	.	.	.	-4	723	.	.	.	.	1.5	-0.19	0.73	-1.5
O=C1CSC(c2nn(-c3ccccc3)cc2-c2cc3ccccc3oc2=O)N1Cc1ccco1 (stereo not drawn)	-0.64	759	4.5	1330	-0.8%	8.4	4.8	0.2	-3.3%	.	.	i	0	5	15	-1.2	-0.32	-0.49	0.66
COc1cc(C)c(CN2CCCCC2CO)cc1C (stereo not drawn)	0.86	1620	-1.3	835	-1.5%	5.7	2.9	5.3	-6.1%	.	.	i	7	-11	-2	2.7	-0.28	0.9	-0.7
CN(C)CCNc1oc(-c2cccc(Cl)c2)nc1C#N	-0.35	973	.	.	-1.5%	1.5	1.2	11	-3.6%	.	.	i	-5	-37	-31	0.32	-0.053	0.31	0.18
CCOC(=O)N1CCC(N2C(=O)c3ccccc3C2=O)CC1	.	.	-3.2	1072	.	6.8	2.5	3.3	-3.6%	-4	681	i	18	11	0	0.41	-0.18	0.41	0.15
O=C(CCSc1ccc(Cl)cc1)NC12CC3CC(CC(C3)C1)C2	0.14	1013	.	.	-0.8%	1.6	1.4	2.2	-10%	.	.	i	-17	83*	28*	0.0075	-0.28	0.24	0.78
COC(=O)c1ccc(CSc2nnc(-c3ccncc3)n2Cc2ccccc2)o1	-0.82	1094	-2.5	1153	-2.0%	2.2	1.5	3.5	-6.2%	.	.	i	-6	7	-38	-0.78	-0.2	-0.34	0.72
CC(CC(=O)O)CC(=O)Nc1cc([N+](=O)[O-])ccc1O (stereo not drawn)	-0.71	1331	-1.6	1164	-7.2%	1.2	1.6	7.8	0.0%	10	692	i	-2	5	-5	-0.37	-0.26	-0.31	0.53
Cc1ccc(NC(=O)CC2S/C(=N/c3nccs3)N(C)C2=O)c(C)c1 (stereo not drawn)	1.4	805	.	.	-0.5%	1.9	1.4	4.4	-1.5%	-7	740	i	2	16	22	1.3	0.082	1.2	-0.73
CC1CC2C3CCC4=CC(=O)C=CC4(C)C3(F)C(O)CC2(C)C1(O)C(=O)CO (stereo not drawn)	-3.1	619	-5.3	1119	.	.	.	.	.	16	692	.	.	.	.	-0.93	-0.091	-0.092	-0.37
COc1nc(N(CC(N)=O)S(=O)(=O)c2ccccc2)nc(C)c1Cl	.	.	-3.0	1142	-0.6%	2.4	1.6	3.4	-1.8%	0	781	i	-5	-2	-8	-0.62	-0.2	-0.68	0.22
COc1ccc(OC)c(CNC(=O)C2CCCN(C(=O)N(C)C)C2)c1 (stereo not drawn)	0.38	1289	-4.1	1249	-3.8%	2.9	2.0	5.9	-5.7%	-5	763	i	-2	9	6	-0.29	-0.24	-0.19	0.43
OC1=C(O)c2nc3ccccc3nc21	0.36	1367	-1.2	939	-0.1%	2.4	1.5	4.2	-4.0%	.	.	i	-28	-4	17	-0.45	-0.2	0.19	0.66
CN(CCCC1CCCC1)C(=O)CCc1nnc(-c2ccccc2)o1	-0.02	1448	0.5	1452	1.3%	2.5	2.5	3.2	-2.4%	-3	557	i	-13	19	-2	-0.66	-0.41	-0.82	1.5
N#C/C(=C(/O)c1ccc([N+](=O)[O-])cc1)c1nnc2n1CCCCC2	0.69	1113	-0.5	1006	0.1%	2.5	3.0	1.1	-4.9%	-3	637	i	9	-7	4	0.29	-0.2	0.58	-0.35
CCOC(=O)Cc1csc(NC(=O)CSc2nnnn2-c2ccc(C)c(C)c2)n1	0.11	1102	1.3	967	-0.7%	2.7	2.0	6.6	-0.3%	15	764	i	13	-4	-5	-0.29	0.11	-0.13	1.7
CN1C(=O)C2ON(c3ccccc3)C(c3cccs3)C2C1=O (stereo not drawn)	.	.	.	.	.	3.1	2.1	3.6	-1.6%	1	692	i	-1	-8	10	-0.85	-0.19	-0.66	0.23
COc1ccc(OC)c([C@@H]2OCCC=C[C@H]2C)c1	0.24	1127	.	.	-5.2%	3.5	3.3	6.3	-3.6%	-24	711	i	0	-1	-1	0.71	-0.3	0.64	0.45
O=C1N=C(N2CCCC2)CN1c1ccccc1	0.26	1129	-2.4	527	-2.3%	7.1	2.2	12	-11%	-11	686	i	-2	-6	-10	0.63	-0.21	0.98	-0.36
c1cc(Nc2cccc3nccnc23)c2nccnc2c1	-0.94	1310	0.5	876	0.6%	1.2	2.0	7.7	-1.0%	-10	745	i	-4	-14	-16	0.83	-0.14	0.68	-1.2
COc1cccc(NC(=O)Nc2cc(C(=O)O)ccc2C)c1	0.19	1161	-1.1	1047	-0.9%	1.3	2.2	8.2	-7.3%	-25	605	i	3	-8	14	0.26	-0.27	-0.16	0.6
Cc1ccc(CNC(=O)c2cc3c(=O)n(C)c4ccccc4c3n2C)o1	-0.53	999	.	.	-0.9%	3.9	1.6	4.3	-1.5%	.	.	i	2	-4	-14	0.21	-0.17	0.22	-0.25
CC(=O)N1CCOCCOCCOCC1	-0.07	1114	-1.3	1334	.	.	.	.	.	9	782	.	.	.	.	0.049	-0.2	0.079	-0.31
CCOC(=O)C1=C(c2ccccc2)N=C2SCC(=O)N2C1c1ccc2c(c1)OCO2 (stereo not drawn)	-0.08	1219	-2.2	749	-2.3%	2.9	2.2	9.3	1.1%	.	.	i	-2	60*	25*	0.69	-0.14	0.57	-0.64
C[C@@H](C(=O)Nc1ccccc1N1CCOCC1)N1C(=O)C2CC=CCC2C1=O (stereo partly drawn)	-0.86	932	-4.1	1252	-1.9%	1.9	1.6	11	-2.2%	6	759	i	0	-28	10	-0.61	-0.24	-0.042	0.12
COc1ccc(NC(=S)N(CCCN2CCOCC2)C(C)c2cc3ccccc3o2)cc1 (stereo not drawn)	-0.37	1251	.	.	0.1%	3.8	1.9	4.2	-4.4%	0	725	i	8	-7	-23	0.44	-0.22	0.35	-0.65
OC1(CNCc2ccccc2)C2CC3CC(C2)CC1C3 (stereo not drawn)	-0.26	1341	2.7	1033	.	.	.	.	.	2	699	.	.	.	.	-0.24	-0.29	-0.52	1.4
Cc1ccc(CCCOC(=O)CN2CCCCC2)cc1	-1	1162	-2.1	1082	-1.1%	3.3	1.6	3.1	-0.9%	1	694	i	-1	20	-7	1.7	-0.002	1.4	-2.3
Cc1nn(Cc2ccc(F)cc2)c(C)c1NC(=O)c1cc(-c2ccc3c(c2)OCO3)on1	-0.58	1018	-1.4	1070	0.0%	5.2	3.0	0.7	-4.7%	.	.	i	42	5	22	-0.37	-0.17	-0.026	-0.2
COC(=O)c1c(-c2c(Cl)cccc2Cl)noc1NC(=O)NN1CCOCC1	-0.48	1388	-0.3	1068	.	.	.	.	.	-11	710	.	.	.	.	0.82	-0.29	0.4	-0.23

Among those listed so far, these contain a nitro group on carbon:
SMILES	Insulin prom up	Insulin prom up cell count	b-catenin transl	b-catenin transl cell count 5 µM	ER stress rescue	MT stabilizer	MT stabilizer Hoechst-high %	MT stabilizer cytotoxicity %	XIAP displacement	Lipid droplet	Lipid droplet cells 6.5 µM	Autophagy HCS	Autophagy HCS cell loss 18 h	WT yeast gro inh	WT yeast gro inh mutant strain	Dynein cargo inh	Dynein cargo inh cytoplasmic EGFP	Dynein cargo inh nuclear GR-EGFP	Dynein cargo inh cell count
CC(CC(=O)O)CC(=O)Nc1cc([N+](=O)[O-])ccc1O (stereo not drawn)	-0.71	1331	-1.6	1164	-7.2%	1.2	1.6	7.8	0.0%	10	692	i	-2	5	-5	-0.37	-0.26	-0.31	0.53
N#C/C(=C(/O)c1ccc([N+](=O)[O-])cc1)c1nnc2n1CCCCC2	0.69	1113	-0.5	1006	0.1%	2.5	3.0	1.1	-4.9%	-3	637	i	9	-7	4	0.29	-0.2	0.58	-0.35
